RXFP1 ag: qHTS Assay for Agonists of the Relaxin Receptor RXFP1; AID 2676, 2010; 0.3% of 370,000 active; Potency, µM (top dose mostly 57.5 µM), without a hit: at the highest dose activation, hits mostly activators; HEK293T-RXFP1 cAMP TR-FRET, 30 min; response scale: percent of porcine relaxin response, buffer zero; note: potency is the fitted concentration of half-maximal effect; % is set by controls: 0 for no effect and ±100 for the full control effect; nearly all actives have a fitted effect of over 60% in size; many of its hits are not listed in these tables
Target sequence (Q9HBX9 whole entry, looked up): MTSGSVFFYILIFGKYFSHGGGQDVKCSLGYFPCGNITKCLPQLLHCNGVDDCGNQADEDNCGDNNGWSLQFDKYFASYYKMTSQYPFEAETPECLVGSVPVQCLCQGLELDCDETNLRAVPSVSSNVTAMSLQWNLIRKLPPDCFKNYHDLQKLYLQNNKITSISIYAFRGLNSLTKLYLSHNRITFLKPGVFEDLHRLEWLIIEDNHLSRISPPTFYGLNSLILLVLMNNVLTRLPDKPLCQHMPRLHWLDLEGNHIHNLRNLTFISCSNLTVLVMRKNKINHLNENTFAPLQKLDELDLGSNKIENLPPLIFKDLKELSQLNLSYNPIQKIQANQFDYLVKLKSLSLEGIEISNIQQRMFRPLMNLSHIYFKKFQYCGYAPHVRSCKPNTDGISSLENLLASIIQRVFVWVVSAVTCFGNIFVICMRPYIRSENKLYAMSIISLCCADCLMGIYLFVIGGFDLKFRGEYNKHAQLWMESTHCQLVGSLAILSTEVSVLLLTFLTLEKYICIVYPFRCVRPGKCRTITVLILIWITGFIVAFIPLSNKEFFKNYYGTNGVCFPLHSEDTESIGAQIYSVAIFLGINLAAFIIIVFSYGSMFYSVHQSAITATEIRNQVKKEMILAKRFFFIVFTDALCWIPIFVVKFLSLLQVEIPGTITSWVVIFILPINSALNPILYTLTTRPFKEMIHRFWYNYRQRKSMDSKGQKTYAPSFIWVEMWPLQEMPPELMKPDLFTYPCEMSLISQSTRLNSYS
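cAMP rise read by TR-FRET after 30 min, 37C compound exposure (up to 58 uM) in RXFP1-transfected HEK293 cells with Ro 20174 present. EC50 from Hill-equation fits, with 29 nM porcine relaxin as 100% and buffer as basal.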
IDH1 R132H inh: qHTS for Inhibitors of mutant isocitrate dehydrogenase 1 (IDH1): qHTS | Isocitrate dehydrogenase [NADP] cytoplasmic (Homo sapiens), O75874 | IDH1-R132H enzyme, NADPH consumption, diaphorase/resazurin fluorescence | Potency, µM (series often up to 76.6 µM), for the others: top-dose activity change, negative = inhibition, actives largely listed as inhibitors | 0.093% of 390,000 active; note: potency is the fitted concentration of half-maximal effect; % is set by controls: 0 for no effect and ±100 for the full control effect; nearly all actives have a fitted effect of over 65% in size
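IDH1-R132H (0.5 ug/mL) preincubated 30 min with compound, then NADPH (0.016 mM) and alpha-KG (2 mM) added; 80 min at RT, pH 7.5. Remaining NADPH coupled via diaphorase/resazurin to fluorescence (540/590 nm); concentration-response curves normalized to no-enzyme control.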
PI4K2A inh: qHTS for small molecular inhibitors of PI4K2A | Phosphatidylinositol 4-kinase type 2-alpha (Homo sapiens), Q9BTU6 | purified PI4K2A, ADP-Glo luminescence, 1 h; stronger effect = lower value | activity change, negative = inhibition, % at 76.9 µM | 0.13% of 420,000 active; in the data active = activity change below about -50%; inconclusive = mostly about -30% to -49%;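 note: -100% = wells without enzyme as full effect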
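In this quantitative HTS, ADP production by PI4K2A was quantified luminescently after 1 h at ambient temperature; 100 microM adenosine served as plate-quality control.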
GRP78 ERSR act: qHTS for Inducers of the Endoplasmic Reticulum Stress Response (ERSR) in Human Glioma: qHTS. 0.02% of 420,000 active. Potency, µM, without a hit: at the highest dose activation, usual class: activators. U87-MG GRP78 promoter luciferase reporter, 16 h. AID 602332, 2012; note: potency is the fitted concentration of half-maximal effect; series mostly up to about 76 µM; % of control where 0% means no effect; nearly all actives have a fitted effect of over 35% in size
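Stably transfected U87-MG human glioma cells carrying a GRP78-based luminescent sensor were seeded at 1000 cells/well, pin-dosed with compounds and incubated 16 h. Luciferase reagent was then added, and end-point luminescence was read after 10 min at room temperature.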
TrxR1 substrate: qHTS Assay for Substrates of Mammalian Selenoprotein Thioredoxin Reductase 1 (TrxR1): qHTS. purified TrxR1 substrate turnover, NADPH consumption readout. Potency, µM (doses to about 114 µM), for inactives: top-dose activity change, negative = substrate turnover. 0.01% of 390,000 active. AID 588456, 2011; note: potency is the fitted concentration of half-maximal effect; % is set by controls: 0 for no effect and ±100 for the full control effect; nearly all actives have a fitted effect of over 50% in size
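Rat TrxR1, dispensed at 90 nM, was prereduced with 400 uM NADPH (final) for 5 min at ~22 deg C, then incubated with compound 15 min before 400 uM selenite. A first-read NADPH fluorescence drop versus no-compound background flagged substrates.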
USP1-UAF1 inh: Inhibitors of USP1/UAF1: Primary Screen | 0.23% of 390,000 active | Potency, µM (top dose mostly 57.1 µM), for the others: at the top dose activity change, negative = inhibition, usual class: inhibitors | recombinant USP1/UAF1, Ub-Rhodamine cleavage fluorescence; note: potency is the fitted concentration of half-maximal effect; % is set by controls: 0 for no effect and ±100 for the full control effect; nearly all actives have a fitted effect of over 60% in size; inactives centre near -12
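Step one: compound is pinned into 1nM USP1/UAF1 in HEPES pH 7.8 buffer with TCEP. Step two: 15 min room-temperature incubation. Step three: Ub-Rho (150nM final) starts cleavage, tracked by fluorescence over six one-minute reads.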
LDHA block: qHTS assay for inhibitors of human lactate dehydrogenase. L-lactate dehydrogenase A chain (Homo sapiens), P00338. purified LDHA, NADH/diaphorase-resazurin fluorescence; stronger effect = lower value. activity change, % (values are at about 110 or 230 µM). 0.15% of 480,000 active; in the data active = activity change below about -30%; inconclusive = mostly about -25% to -30%;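 note: plate controls were DMSO wells for no effect and wells without enzyme for full effect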
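LDH5 2 nM; NADH 0.06 mM, pyruvate 0.2 mM; 200 mM Tris pH 7.4, EDTA, Tween-20; 5 min RT. Detection: diaphorase 0.133 mg/mL + resazurin 37 µM, fluorescence ex540/em590 at 0 and 20 min; normalized to enzyme-free and DMSO wells.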
Vif-A3G inh: qHTS for Inhibitors of Vif-A3G Interactions: qHTS | DNA dC->dU-editing enzyme APOBEC-3G (Homo sapiens), Q9HC16 | HeLa A3G-eYFP + Vif (tagged APOBEC3G with the HIV-1 protein that degrades it), YFP fluorescence, overnight | Potency, µM (top dose mostly 46.1 µM), for the others: top-dose activity, negative = active, actives largely listed as inhibitors | 0.076% of 410,000 active | AID 602310, 2012;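 note: potency is the fitted concentration of half-maximal effect; % is set by controls: 0 for no effect and ±100 for the full control effect; nearly all actives have a fitted effect of over 60% in size; hits raise eYFP signal because A3G escapes Vif-driven loss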
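HeLa cells stably expressing Vif and C-terminally eYFP-tagged A3G, seeded overnight at 37 deg C, then exposed to compound by pintool overnight at 37 deg C. Rise in yellow fluorescence (Ex 488/Em 500-530, Acumen) marks blocked Vif-driven A3G degradation.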
Vif-A3F inh: qHTS for Inhibitors of Vif-A3F Interactions: qHTS. HeLa A3F-eYFP + Vif (tagged APOBEC3F with the HIV-1 protein that degrades it), YFP fluorescence increase. Potency, µM (highest dose often 46.1 µM), for the others: at the highest dose activity, negative = active. 0.2% of 390,000 active. AID 602313, 2012; note: potency is the fitted concentration of half-maximal effect; % of control where 0% means no effect; nearly all actives have a fitted effect of over 65% in size
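HeLa cells stably expressing A3F-eYFP plus Vif, plated and incubated overnight at 37 deg C, then exposed to compounds overnight at 37 deg C. Blocked degradation read as raised yellow fluorescence (Ex 488/Em 500-530).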
Starred values were filed as active, the others as inactive; ? = inconclusive; . = not tested or not shown; & = joins results of further samples; [ ] = dose if it differs, or a comment. Unless noted, calls come from the whole dose curve; as a rule, active = well fitted curve in the direction sought with a large enough effect; inconclusive = small, poorly fitted or top-dose-only effect, or another doubt; inactive = no such curve, though single readings can be large; an effect the other way counts as inactive or inconclusive. Some of the compounds tested. The share of hits here may be higher or lower than overall.

Structure,RXFP1 ag,IDH1 R132H inh,PI4K2A inh,GRP78 ERSR act,TrxR1 substrate,USP1-UAF1 inh,LDHA block,Vif-A3G inh,Vif-A3F inh
Cc1ccc(C(=O)NC2CCCC2)s1,4.4%,8.6%,-5.0,2.0%,5.5%,-27.3%,-6.2,-15.6%,-3.4%
CCCCn1c2ccc(C)cc2c2nnc(SCCN3CCCCC3)nc21,4.0%,0.0%,0.9,-2.3%,1.8%,-22.6%,0.8,0.2%,3.3%
COc1cc(C(=O)NCC(=O)OCc2cc(=O)oc3c(C)c(C)ccc23)cc(OC)c1OC,4.1%,6.1%,-3.4,1.7%,6.9%[57.1 µM],-20.7%,-1.6,-0.3%,11.9%
COc1ccc(S(=O)(=O)NC(N)=NCCc2ccccc2OC)cc1,2.9%,-1.4%,-2.5,-3.7%,7.9%[57.1 µM],-20.4%,-6.9,-0.2%,-26.9%
O=C1/C(=C/c2cccs2)SC(=S)N1C1CCS(=O)(=O)C1 (stereo not drawn),-2.4%,4.5%,-3.6,-6.9%,-7.4%[57.1 µM],?,-4.0,-0.2%,1.3%
O=C(NC1CCCCC1)c1ccc(CS(=O)Cc2ccccc2Cl)o1 (stereo not drawn),3.5%,15.6%,7.8,-1.7%,3.5%,-11.2%,-0.7,0.1%,-4.6%
C=CCNc1nc(NCc2ccc(N(C)C)cc2)c2sc(-c3ccccc3)cc2n1,.,.,1.8,-2.6%,.,.,-3.8,-26.4%,.
O=[N+]([O-])c1cccc(S(=O)(=O)Nc2ccc(-c3ccc(N4CCOCC4)nn3)cc2)c1,-0.5%,-11.3%,-6.3,2.6%,-2.8%[57.1 µM],-21.0%,-1.9,0.7%,-0.7%
Cc1cc[n+](CC(=O)N2CCCc3ccccc32)cc1,2.8%,-1.5%,2.3,-4.3%,2.7%[57.1 µM],-16.6%,-1.7,-2.1%,-0.5%
O=C(NCc1ccc2c(c1)OCO2)c1ccc(N2CCCCCC2)c([N+](=O)[O-])c1,3.9%,1.2%,3.2,6.0%,-8.9%,-9.4%,-3.3,-1.1%,11.3%
C[C@H]1COC[C@@H](C/C=C/c2ccccc2)N1c1ccccc1,.,-1.5%,-4.5,-5.0%,.,-13.6%,1.5,-0.5%,-9.6%
COc1ccccc1-n1c(SCC(=O)NC2CCCCC2)nc2c(c1=O)SCC2,0.4%,13.5%,-1.4,-3.6%,-0.8%,-6.1%,-2.0,-5.2%,1.3%
COc1cc(/C=C2\CCOC2=O)cc(OC)c1OC,-1.7%,7.1%,-2.0,-1.6%,1.9%,-15.2%,1.3,-2.6%,1.3%
Cc1sc2ncn(CC(=O)N(C)C3CCCCC3)c(=O)c2c1C,0.7%,6.7%,-1.3,-5.6%,0.4%[57.1 µM],-4.7%,-2.4,1.2%,4.8%
COc1ccccc1-c1nnc(SCc2nc3ccccc3s2)n1C,-0.6%,5.3%,2.3,3.8%,10.2%[57.1 µM],2.8%,-4.1,-9.0%,-7.4%
C=CCSc1nc(=O)n2ccccc2n1,14.8%,2.9%,-2.4,-1.3%,4.0%[57.1 µM],-5.1%,-2.5,-1.9%,13.0%
CN(CC(=O)Nc1ccc(N2CCOCC2)cc1)C(=O)C1CCCC1,0.0%,7.2%,2.1,-3.6%,-6.9%[57.1 µM],-16.9%,-8.3,2.0%,24.3%
CCOC(=O)c1cnc(-n2nc(C)cc2C)nc1N1CCOCC1,-0.6%,1.9%,-6.2,-2.7%,5.6%,-18.1%,-1.1,0.2%,6.1%
C=CCOC(=O)C1=C[C@H](c2ccccc2)[C@@H](CCCO)[C@H](OCC)O1,-0.1%,-1.5%,-4.8,-2.2%,-3.9%,-1.9%,-3.7,-3.7%,3.8%
CCCOC(=O)CSc1nnc2ccc3ccccc3n12,23.2%,5.0%,-7.1,0.8%,2.8%,-10.4%,2.4,0.6%,-2.6%
O=C(Nc1ccccc1)c1cccc2c(=O)c3c([nH]c12)CCCC3,0.2%,-3.8%,0.0,-1.4%,-4.6%,?,-6.1,-9.3%,0.6%
COc1cccc(C(O)c2nc3ccccc3n2C)c1 (stereo not drawn),0.4%,1.1%,-9.4,-2.6%,10.0%,-21.1%,1.6,-4.2%,14.5%
Cc1ccc(C(CC(=O)Nc2cc(C)cc(C)c2)N2Cc3ccccc3C2=O)cc1 (stereo not drawn),1.4%,-13.4%,-0.2,-4.0%,-7.4%,-23.6%,-18.0,1.4%,7.1%
CCc1ccccc1NC(=O)Cn1c(=O)n(CCc2ccccc2)c(=O)c2sc3ccccc3c21,0.3%,8.1%,3.3,1.7%,1.3%,-26.3%,5.1,1.6%,-3.2%
CC1(C(=O)NS(=O)(=O)c2cccc(F)c2)CCN1C(=O)Cc1ccc(Cl)cc1Cl (stereo not drawn),.,.,-8.4,-1.6%,.,.,-2.9,1.4%,.
COc1cccc(NC(=O)CSc2ncc(S(=O)(=O)c3ccccc3)c(=O)[nH]2)c1,0.2%,-3.6%,-10.8,1.8%,4.8%,-19.0%,-1.5,1.4%,3.1%
COc1ccc(Nc2nc(N)nc(COc3ccc(OC)cc3)n2)cc1,1.9%,1.7%,1.0,2.5%,4.7%,-11.2%,-4.1,2.4%,-4.6%
CC(C)Nc1nc(NC(C)(C)C)nc(Oc2ccc(=O)n(-c3ccccc3)n2)n1,-0.3%,-1.5%,8.3,4.2%,-5.2%,0.0%,0.6,-3.9%,-3.5%
Nc1ccccc1C(=O)N1O[C@@H]2C=C[C@H]1CC2,.,-9.9%,-4.6,-1.7%,0.1%,-30.2%,0.9,-2.2%,2.1%
Cc1ccc(C=Nc2ccccc2C(N)=O)cc1,4.5%,2.1%,-6.5,3.1%,157.8%[activator],-10.3%,-3.5,?,-8.8%
O=C(COC(=O)c1cnc(Cl)c(Cl)c1)NC1CCCC1,.,-2.9%,6.0,-1.5%,.,1.7%,-7.9,0.3%,2.3%
COc1ccc(/C=C/C(=O)c2ccccc2O)cc1,-1.1%,-7.8%,-0.6,4.9%&1.0%,-6.4%,-18.8%,0.3,-9.5%,2.6%
COc1ccc(Nc2nc(-c3ccccc3)c3ccccc3n2)cc1,0.5%,4.8%,4.4,-5.1%,-3.3%,-16.9%,-0.3,-5.3%,0.4%
CCCN1CCN(CCNC(=O)Nc2ccccc2Cl)CC1,6.1%,-13.0%,2.3,-1.1%,-1.2%,-24.7%,-2.0,1.1%,0.3%
COc1ccc(-n2c(C)cc(/C=C3/SC(=S)N(C)C3=O)c2C)cc1,6.3%,1.6%,-0.3,5.4%,2.9%[11.4 µM],-25.9%,-3.8,-1.3%,-12.6%
COc1ccc(-c2nn(-c3ccccc3)cc2/C=N/NS(=O)(=O)c2ccccc2)cc1,2.6%,-9.0%,2.5,13.3%,-10.3%,-19.0%,-5.6,-0.2%,-0.1%
COC(=O)CN1C(=O)[C@@H]2[C@H](C1=O)[C@@H]1CC(C(=O)OC)=C[C@@H](C(=O)OC)[C@@H]3C1=C(C(=O)[C@]3(C)NC(=O)c1ccccc1)[C@@H]2C,.,-3.1%,3.5,-3.1%,3.1%,-18.6%,-4.3,2.4%,3.4%
CCc1nc2c(OCc3ccccc3)cccn2c1N(C)C(C)=O,.,.,-1.2,0.2%,.,.,-2.3,-3.4%,.
CCc1ccc2c(c1)Sc1ccccc1CC2N1CCN(C)CC1 (stereo not drawn),.,2.8%,-1.7,-3.6%,0.2%,-5.1%,1.5,-15.4%,1.8%
Cc1ccc(OCC(=O)N(Cc2ccccc2)C(C)C)c([N+](=O)[O-])n1,-4.0%,1.7%,1.8,-4.7%,3.0%,-12.6%,-4.1,1.8%,1.4%
C=C(C)CNC(=S)N1CCNC(=O)C1CC(=O)OC (stereo not drawn),0.0%,4.4%,4.6,-3.9%,8.9%[57.1 µM],-20.2%,-1.3,-5.1%,1.0%
Cc1ccc(C(=O)N(CN2CCCC2=O)c2ccccc2)cc1,0.0%,5.8%,-4.9,-2.6%,-4.9%,-10.9%,-9.3,1.3%,-11.0%
